PAFAH2 FP inh: inhibitors of human PAFAH2 | Q99487 | recombinant PAFAH2, FP-rhodamine activity probe, fluorescence polarization | inhibition, % at 3.39 µM | 0.99% of 340,000 active;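 active = inhibition above the mean over all tested compounds plus 3 SD, cut at about 30% in these data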;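 also: inhibitors block probe labeling of enzyme so polarization drops; 0% = enzyme with DMSO and 100% = wells lacking PAFAH2 protein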
GSTO1 inh: blocks human GSTO1 in RBBP9 counter-screen. P78417. recombinant GSTO1, activity-based probe fluorescence polarization. inhibition, % at 5.96 µM. 1.1% of 300,000 active. AID 1974;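 active = inhibition above the campaign mean inhibition plus 3 SD, cut at about 35% in these data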;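 also: 0% = GSTO1-1 with DMSO and 100% = wells lacking GSTO1-1 enzyme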
pPAFAH FP inh: pPAFAH (human) enzyme inhibition; recombinant pPAFAH, FP-rhodamine probe fluorescence polarization; Q13093; 1.5% of 330,000 active; inhibition, % at 3.39 µM; AID 463082;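 active = inhibition above the mean inhibition across the screen plus 3 SD, cut at about 25% in these data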;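 also: inhibitors block binding of the rhodamine activity-based probe so polarization drops; 0% = enzyme with DMSO and 100% = wells lacking pPAFAH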
PME-1 primary: PME-1 (human) inhibition | recombinant PME-1, FP-Rh probe fluorescence polarization | inhibition, % at 5.9 µM | 0.53% of 320,000 active | Q9Y570;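 active = inhibition above the campaign mean of all compounds plus 3 SD, cut at about 26% in these data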;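 also: competitive labeling of PME-1 active site by serine hydrolase directed probe; 0% = PME-1 with DMSO and 100% = wells lacking PME-1 enzyme; inhibitors block probe labeling so polarization falls and inhibition rises; many of its hits are not listed in these tables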
Target sequence (Q9Y570 whole entry, looked up): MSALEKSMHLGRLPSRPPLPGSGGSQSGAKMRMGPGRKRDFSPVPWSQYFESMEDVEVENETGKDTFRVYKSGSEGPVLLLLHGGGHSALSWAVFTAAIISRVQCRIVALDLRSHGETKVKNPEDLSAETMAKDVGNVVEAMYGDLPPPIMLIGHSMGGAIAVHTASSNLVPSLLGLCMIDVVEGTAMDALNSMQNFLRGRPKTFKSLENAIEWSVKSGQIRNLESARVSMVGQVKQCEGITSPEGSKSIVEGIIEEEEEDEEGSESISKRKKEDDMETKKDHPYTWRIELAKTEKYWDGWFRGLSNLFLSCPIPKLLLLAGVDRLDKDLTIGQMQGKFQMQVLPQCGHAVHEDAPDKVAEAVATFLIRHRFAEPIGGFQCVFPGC
PAFAH1B2 inh: blocks human PAF acetylhydrolase 1b catalytic subunit 2. P68402. recombinant PAFAH1B2, FP-rhodamine activity probe, fluorescence polarization. inhibition, % at 3.39 µM. 1.2% of 340,000 active;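 active = inhibition above the mean of all tested compounds plus 3 SD, cut at about 24% in these data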;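 also: 0% = enzyme with DMSO and 100% = wells lacking PAFAH1B2; many of its hits are not listed in these tables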
PAD4 inh: PAD4 (human) enzyme inhibition; recombinant PAD4, RCA probe fluorescence polarization; inhibition, % at 6.36 µM; 0.41% of 330,000 active; AID 485272;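 active = percent inhibition above a cutoff equal to the mean of all tested compounds plus 3 SD, cut at about 15% in these data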;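 also: 0% = PAD4 with RCA probe and DMSO and 100% = probe without PAD4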
Target sequence (Q9UM07 whole entry, looked up): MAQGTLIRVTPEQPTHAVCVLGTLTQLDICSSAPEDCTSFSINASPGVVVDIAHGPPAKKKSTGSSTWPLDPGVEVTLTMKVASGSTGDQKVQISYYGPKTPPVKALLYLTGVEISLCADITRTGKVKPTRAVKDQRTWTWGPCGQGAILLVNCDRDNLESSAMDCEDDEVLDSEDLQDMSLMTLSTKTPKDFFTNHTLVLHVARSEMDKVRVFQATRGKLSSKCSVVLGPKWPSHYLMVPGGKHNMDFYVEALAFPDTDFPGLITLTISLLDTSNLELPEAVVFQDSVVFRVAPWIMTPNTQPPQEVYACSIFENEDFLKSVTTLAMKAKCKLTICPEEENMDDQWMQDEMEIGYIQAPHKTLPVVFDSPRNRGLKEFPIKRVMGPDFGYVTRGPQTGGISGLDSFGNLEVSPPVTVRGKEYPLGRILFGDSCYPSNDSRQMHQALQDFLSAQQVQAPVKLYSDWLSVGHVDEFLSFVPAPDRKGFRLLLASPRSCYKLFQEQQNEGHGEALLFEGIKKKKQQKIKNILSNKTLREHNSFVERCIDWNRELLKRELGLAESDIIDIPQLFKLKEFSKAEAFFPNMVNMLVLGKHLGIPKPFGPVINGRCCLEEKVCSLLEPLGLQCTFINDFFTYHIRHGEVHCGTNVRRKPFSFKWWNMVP
LYPLA1 counter: LYPLA1 (human) inhibition in PME1 counter-screen; recombinant LYPLA1, FP-Rh probe fluorescence polarization; O75608; inhibition, % at 5.9 µM; 0.16% of 320,000 active;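 active = inhibition above the mean of all tested compounds plus 3 SD, set per campaign, cut at about 14% in these data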;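 also: inhibitors block serine hydrolase probe labeling of LYPLA1 so polarization falls; 0% = enzyme with DMSO and 100% = wells lacking LYPLA1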
Fam108B counter: blocks mouse Fam108B hydrolase in RBBP9 counter-screen | recombinant Fam108B, FP-Rh probe fluorescence polarization | inhibition, % at 9.51 µM | 0.33% of 300,000 active | AID 1947;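 active = inhibition above the screen mean inhibition plus 3 SD, computed separately per campaign, cut at about 18% in these data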;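 also: inhibitors lower polarization as less probe binds the enzyme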
PAFAH1B3 inh: inhibitors of human PAFAH1B3 | Q15102 | recombinant PAFAH1B3, FP-rhodamine probe, fluorescence polarization | inhibition, % at 3.39 µM | 0.28% of 340,000 active;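 active = inhibition above the screen-wide average of all tested compounds plus 3 SD, cut at about 25% in these data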;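 also: 0% = enzyme with DMSO only and 100% = wells lacking PAFAH1B3 protein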
Starred values were filed as active, the others as inactive. This is a subset, so the mix of outcomes need not match the whole.

What do the screens show for `Cc1ccc(-n2c(CNc3ccc(C)c(Cl)c3)n[nH]c2=S)cc1`?
PAFAH2 FP inh: 4; GSTO1 inh: 4; pPAFAH FP inh: 8; PME-1 primary: 7; PAFAH1B2 inh: 21; PAD4 inh: 3; LYPLA1 counter: 9; Fam108B counter: 1; PAFAH1B3 inh: 9

Results for O=C(CN1CCN(c2ccccn2)CC1)NC1CCCCC1 ?
PAFAH2 FP inh: 1; GSTO1 inh: -1; pPAFAH FP inh: 1; PME-1 primary: 1; PAFAH1B2 inh: -2; PAD4 inh: -2; LYPLA1 counter: -2; Fam108B counter: 3; PAFAH1B3 inh: -2

What do the screens show for `COc1cccc(-n2ccnc2SCC(=O)NCc2ccccc2)c1`?
PAFAH2 FP inh: 0; GSTO1 inh: -2; pPAFAH FP inh: 6; PME-1 primary: 4; PAFAH1B2 inh: 5; PAD4 inh: 0; LYPLA1 counter: 1; Fam108B counter: 11; PAFAH1B3 inh: 1

Results for Cc1cc(Nc2ccc(C(=O)O)cc2)n2nc(C)nc2n1 ?
PAFAH2 FP inh: 4; GSTO1 inh: 2; pPAFAH FP inh: 0; PME-1 primary: -1; PAFAH1B2 inh: -5; PAD4 inh: -5; LYPLA1 counter: 0; Fam108B counter: -1; PAFAH1B3 inh: 1

How did CCOc1ccc(S(=O)(=O)NC2CC2)cc1C(N)=O do in these assays?
PAFAH2 FP inh: 1; GSTO1 inh: 5; pPAFAH FP inh: -1; PME-1 primary: 4; PAFAH1B2 inh: 6; PAD4 inh: -3; LYPLA1 counter: 3; Fam108B counter: 0; PAFAH1B3 inh: -1

What do the screens show for `C=CCSC1=C(C#N)C(c2ccccc2OC)CC(=O)N1` (centres undefined)?
PAFAH2 FP inh: 1; GSTO1 inh: 1; pPAFAH FP inh: 2; PME-1 primary: 4; PAFAH1B2 inh: -3; PAD4 inh: 5; LYPLA1 counter: 4; Fam108B counter: -2; PAFAH1B3 inh: 2

Results for O=C(/C=C/c1cccc([N+](=O)[O-])c1)NCc1ccco1 ?
PAFAH2 FP inh: -2; GSTO1 inh: 5; pPAFAH FP inh: 3; PME-1 primary: -10; PAFAH1B2 inh: 3; PAD4 inh: 2; LYPLA1 counter: 1; Fam108B counter: -3; PAFAH1B3 inh: 7

Results for Cn1c(C(=O)N/N=C/c2ccccc2)cc2ccccc21 ?
PAFAH2 FP inh: -1; GSTO1 inh: -3; pPAFAH FP inh: -5; PME-1 primary: -5; PAFAH1B2 inh: -1; PAD4 inh: 1; LYPLA1 counter: 3; Fam108B counter: -2; PAFAH1B3 inh: 4

How did COc1ccc(C2NC(=O)NC(C)=C2C(=O)OCc2ccc3c(c2)OCO3)cc1OC (centres undefined) do in these assays?
PAFAH2 FP inh: 2; GSTO1 inh: -6; pPAFAH FP inh: 8; PME-1 primary: 7; PAFAH1B2 inh: 5; PAD4 inh: -5; LYPLA1 counter: -1; Fam108B counter: -2; PAFAH1B3 inh: -1

What do the screens show for `O=C(COc1ccc(Cl)cc1)Nc1ccc2c(c1)C(=O)NC2=O`?
PAFAH2 FP inh: 12; GSTO1 inh: -2; pPAFAH FP inh: 7; PME-1 primary: -14; PAFAH1B2 inh: 6; PAD4 inh: 3; LYPLA1 counter: -2; Fam108B counter: 1; PAFAH1B3 inh: 12

What do the screens show for `COc1ccc(NC(=O)Cc2c(Cl)cccc2Cl)cn1`?
PAFAH2 FP inh: 4; GSTO1 inh: 3; pPAFAH FP inh: 4; PME-1 primary: 2; PAFAH1B2 inh: 4; PAD4 inh: -2; LYPLA1 counter: -1; Fam108B counter: 1; PAFAH1B3 inh: 2

Results for O=C(O)c1cccc(NC(=O)c2ccccc2NC(=O)c2ccco2)c1 ?
PAFAH2 FP inh: -1; GSTO1 inh: -8; pPAFAH FP inh: 2; PME-1 primary: -3; PAFAH1B2 inh: 2; PAD4 inh: 1; LYPLA1 counter: 5; Fam108B counter: -1; PAFAH1B3 inh: 7

How did CC1(C)CC(C)(O)N(Cc2ccccc2)C(=S)N1 (centres undefined) do in these assays?
PAFAH2 FP inh: -1; GSTO1 inh: 4; pPAFAH FP inh: -2; PME-1 primary: 4; PAFAH1B2 inh: 2; PAD4 inh: 3; LYPLA1 counter: 0; Fam108B counter: 11; PAFAH1B3 inh: 7

Results for OC(COc1ccc(Cl)cc1)CN1C2=NCCCN2c2ccccc21 (centres undefined) ?
PAFAH2 FP inh: 2; GSTO1 inh: -3; pPAFAH FP inh: -3; PME-1 primary: -5; PAFAH1B2 inh: 4; PAD4 inh: -5; LYPLA1 counter: -3; Fam108B counter: 3; PAFAH1B3 inh: 19

What do the screens show for `O=C(Cc1cccs1)OCC(=O)c1ccco1`?
PAFAH2 FP inh: 10; GSTO1 inh: 13; pPAFAH FP inh: 7; PME-1 primary: -4; PAFAH1B2 inh: 4; PAD4 inh: 4; LYPLA1 counter: -2; Fam108B counter: 0; PAFAH1B3 inh: 5

What do the screens show for `COC(=O)C1=C(C)N(Cc2ccccc2)C(=NCCCCO)N[C@H]1c1cccc(C(F)(F)F)c1`?
PAFAH2 FP inh: 1; pPAFAH FP inh: -1; PAFAH1B2 inh: 3; PAD4 inh: -4; PAFAH1B3 inh: 1

Results for COc1ccc(C2=Nn3c(nnc3C(F)(F)F)SC2)cc1 ?
PAFAH2 FP inh: -6; GSTO1 inh: 1; pPAFAH FP inh: 6; PME-1 primary: -5; PAFAH1B2 inh: 1; PAD4 inh: 2; LYPLA1 counter: -3; Fam108B counter: -2; PAFAH1B3 inh: 3

What do the screens show for `Cc1ccc(C(=O)N/C(=C\c2sccc2C)C(=O)NCc2ccncc2)cc1`?
PAFAH2 FP inh: 1; GSTO1 inh: -1; pPAFAH FP inh: 2; PME-1 primary: 5; PAFAH1B2 inh: 0; PAD4 inh: -1; LYPLA1 counter: 2; Fam108B counter: 3; PAFAH1B3 inh: 2

What do the screens show for `O=C(CCC(=O)c1ccc(Br)cc1)Nc1cccnc1`?
PAFAH2 FP inh: 3; GSTO1 inh: 10; pPAFAH FP inh: 2; PME-1 primary: 0; PAFAH1B2 inh: 4; PAD4 inh: -3; LYPLA1 counter: 1; Fam108B counter: -4; PAFAH1B3 inh: 4

How did CC(C)c1cc(C(=O)N/N=C/c2cccnc2)cs1 do in these assays?
PAFAH2 FP inh: 0; GSTO1 inh: 12; pPAFAH FP inh: -1; PME-1 primary: -19; PAFAH1B2 inh: 4; PAD4 inh: 2; LYPLA1 counter: -1; Fam108B counter: -3; PAFAH1B3 inh: 1

Results for Cc1cc(OCCCn2ccnc2)cc(C(C)C)c1 ?
PAFAH2 FP inh: 7; GSTO1 inh: 6; pPAFAH FP inh: 2; PME-1 primary: -5; PAFAH1B2 inh: 1; PAD4 inh: 5; LYPLA1 counter: 5; Fam108B counter: 0; PAFAH1B3 inh: 8

How did COCCN(C(=O)CCC(=O)Nc1nccs1)C(C(=O)NC(C)(C)C)c1ccc(Cl)cc1 (centres undefined) do in these assays?
PAFAH2 FP inh: -1; GSTO1 inh: 2; pPAFAH FP inh: 4; PME-1 primary: 3; PAFAH1B2 inh: -1; PAD4 inh: -3; LYPLA1 counter: -1; Fam108B counter: -2; PAFAH1B3 inh: 4

What do the screens show for `CCN(CC)CC(=O)N(CC(=O)Nc1c(C)cc(C)cc1C)C1CCCCC1`?
PAFAH2 FP inh: -4; GSTO1 inh: 1; pPAFAH FP inh: 2; PME-1 primary: 0; PAFAH1B2 inh: 1; PAD4 inh: 0; LYPLA1 counter: 0; Fam108B counter: 2; PAFAH1B3 inh: -1

What do the screens show for `CCN(CC(=O)Nc1c(F)cccc1F)C(=O)CNC(=O)c1sc2ccccc2c1Cl`?
PAFAH2 FP inh: -3; pPAFAH FP inh: -2; PME-1 primary: -2; PAFAH1B2 inh: -1; PAD4 inh: 5; LYPLA1 counter: -2; PAFAH1B3 inh: -3

Results for CCNc1ccccc1CP(=O)(c1ccccc1)c1ccccc1O (centres undefined) ?
GSTO1 inh: 87*; pPAFAH FP inh: 42*; PME-1 primary: 70*; PAD4 inh: 11; LYPLA1 counter: 51*; Fam108B counter: 25*

How did O=C(CSc1nnc(Cc2ccccc2)o1)Nc1ccc2c(c1)OCO2 do in these assays?
PAFAH2 FP inh: 8; GSTO1 inh: -3; pPAFAH FP inh: 2; PME-1 primary: 3; PAFAH1B2 inh: 0; PAD4 inh: -2; LYPLA1 counter: 2; Fam108B counter: 4; PAFAH1B3 inh: 5

Results for Cn1c(=O)n(C)c2cc(/C=N/NC(=O)c3cc4cc(Br)ccc4o3)ccc21 ?
PAFAH2 FP inh: 2; GSTO1 inh: 6; pPAFAH FP inh: 1; PME-1 primary: -1; PAFAH1B2 inh: -1; PAD4 inh: -3; LYPLA1 counter: -1; Fam108B counter: 1; PAFAH1B3 inh: -1

What do the screens show for `CCOC(=O)CNC(=O)CNC(=O)c1nn(-c2ccc(OC)c(OC)c2)c(=O)c2ccccc12`?
PAFAH2 FP inh: -1; GSTO1 inh: 6; pPAFAH FP inh: -6; PME-1 primary: 1; PAFAH1B2 inh: 1; PAD4 inh: -5; LYPLA1 counter: 3; Fam108B counter: -4; PAFAH1B3 inh: 9

What do the screens show for `CCCCCN(C(=O)CCC(=O)OCC(=O)c1ccc(C(C)(C)C)cc1)c1c(N)n(CCCC)c(=O)[nH]c1=O`?
PAFAH2 FP inh: 4; GSTO1 inh: -4; pPAFAH FP inh: 4; PME-1 primary: -4; PAFAH1B2 inh: -3; PAD4 inh: -6; LYPLA1 counter: 0; Fam108B counter: 2; PAFAH1B3 inh: 25

Results for COc1ccc(C(=O)C2CCCN(C(=O)c3cccnc3OC)C2)c(C)c1 (centres undefined) ?
PAFAH2 FP inh: 5; GSTO1 inh: 4; pPAFAH FP inh: 3; PME-1 primary: 4; PAFAH1B2 inh: -4; PAD4 inh: 0; LYPLA1 counter: -5; Fam108B counter: -2; PAFAH1B3 inh: 6

What do the screens show for `CC1CCCCC1NS(=O)(=O)c1ccc2c(c1)CCC(=O)N2` (centres undefined)?
PAFAH2 FP inh: -4; pPAFAH FP inh: 7; PME-1 primary: 4; PAFAH1B2 inh: -1; PAD4 inh: 3; LYPLA1 counter: 1; PAFAH1B3 inh: 13

What do the screens show for `COc1cccc(/C=C/C(=O)OCC(=O)NC2CCCCCCC2)c1`?
PAFAH2 FP inh: 96*; pPAFAH FP inh: 14; PAFAH1B2 inh: 7; PAD4 inh: 1; PAFAH1B3 inh: 1

Results for C[C@H](CO)N1C[C@H](C)[C@@H](CN(C)S(=O)(=O)c2cn(C)cn2)Oc2c(NC(=O)Nc3ccc(C(F)(F)F)cc3)cccc2C1=O ?
PAFAH2 FP inh: 2; pPAFAH FP inh: 5; PAFAH1B2 inh: 4; PAD4 inh: -3; PAFAH1B3 inh: 4

How did O=[N+]([O-])c1ccc(N2CCN(S(=O)(=O)c3ccccc3)CC2)cc1NCCN1CCOCC1 do in these assays?
PAFAH2 FP inh: 8; GSTO1 inh: -6; pPAFAH FP inh: 1; PME-1 primary: 22; PAFAH1B2 inh: 7; PAD4 inh: 3; LYPLA1 counter: -2; Fam108B counter: 8; PAFAH1B3 inh: 0

Pulled by structure from the list above (two):
What do the screens show for `COc1cccc(/C=C/C(=O)OCC(=O)NC2CCCCCCC2)c1`?
PAFAH2 FP inh: 96*; pPAFAH FP inh: 14; PAFAH1B2 inh: 7; PAD4 inh: 1; PAFAH1B3 inh: 1

Results for Cn1c(=O)n(C)c2cc(/C=N/NC(=O)c3cc4cc(Br)ccc4o3)ccc21 ?
PAFAH2 FP inh: 2; GSTO1 inh: 6; pPAFAH FP inh: 1; PME-1 primary: -1; PAFAH1B2 inh: -1; PAD4 inh: -3; LYPLA1 counter: -1; Fam108B counter: 1; PAFAH1B3 inh: -1

Source: PubChem
